Source: PubChem BioAssay (National Center for Advancing Translational Sciences (NCATS))
D1 agonist: agonists of human D1 dopamine receptor. P21728. HEK293 T-REx D1 cells, calcium flux, agonist mode. activation, % at 2 µM. 1% of 360,000 active. AID 504660; in the data active means activation above about 30%; further: 0% is about no effect
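Tetracycline-induced HEK293 TREx D1 cells, force-coupled to calcium signalling, were dye-loaded with a no-wash calcium kit. Compound was pin-added after a 10 s baseline. Fluorescence was read kinetically at 1 cycle/s for 180 s, with calcium rises flagged as agonism.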
TRHR ag: activates the human TRH receptor; P34981; TRHR cells, calcium flux fluo-8, FDSS agonist mode; activation, % at 2 µM; 0.18% of 360,000 active; AID 493084; in the data active means activation above about 30%; further: 0% is about no effect
Target sequence (P34981 whole entry, looked up): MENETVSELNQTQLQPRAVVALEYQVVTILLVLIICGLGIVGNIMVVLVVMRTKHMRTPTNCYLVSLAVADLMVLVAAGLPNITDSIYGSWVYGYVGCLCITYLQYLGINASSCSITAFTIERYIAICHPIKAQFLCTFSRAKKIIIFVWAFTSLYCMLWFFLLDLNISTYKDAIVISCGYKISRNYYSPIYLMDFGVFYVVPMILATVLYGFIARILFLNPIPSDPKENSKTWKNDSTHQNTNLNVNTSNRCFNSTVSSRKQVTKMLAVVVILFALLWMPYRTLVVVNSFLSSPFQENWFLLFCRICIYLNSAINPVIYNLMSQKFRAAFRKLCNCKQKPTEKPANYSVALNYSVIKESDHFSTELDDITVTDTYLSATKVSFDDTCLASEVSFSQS
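Read-out: compound-evoked intracellular calcium rise in TRHR cells, fluo-8 dye, kinetic FDSS fluorescence at 1 s/cycle following a 10-cycle baseline. Cells cultured overnight before dye loading (30 min–1.5 h, RT).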
Apoferritin bind: binds horse apoferritin like a general anesthetic; P02791; apoferritin/1-aminoanthracene competitive binding, fluorescence; Potency, µM (highest dose often 77.5 µM), for the others: at the top dose activity change, negative = displacement, most hits filed as inhibitors; 0.074% of 350,000 active; further: potency means the concentration at half of the fitted maximal effect; on the % scale 0 is the no-effect control and ±100 the full control effect; nearly all actives have a fitted effect of over 20% in size
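Probe: 1-aminoanthracene (50% saturated, PBS). Protein: horse-spleen apoferritin, 10 uM. Incubation: 10 min, room temperature. Detection: 380 nm excitation, 535 nm emission. Analysis: normalized response, four-parameter Hill.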
D1 PAM: potentiators of human D1 dopamine receptor; P21728; HEK293 TREx D1 cells, calcium flux, dopamine EC20 potentiation; potentiation, % at 10 µM; 0.036% of 360,000 active; AID 504651; in the data active means potentiation above about 30%; further: 0% is about no effect
TRHR PAM: allosteric enhancers of human TRH receptor. P34981. TRHR cells, fluo-8 calcium fluorescence, EC20 TRH enhancement. enhancement, % at 2 µM. 0.66% of 360,000 active; in the data active means enhancement above about 30%; further: 0% is about no effect
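TRHR-expressing cells loaded with fluo-8 calcium dye were read kinetically (ex 480/em 530) during compound addition, then stimulated with an EC20 of TRH (10 nM final). Enhancement of the Gq-mediated intracellular calcium response was scored.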
D1 antag: blocks dopamine activation of the human D1 receptor; P21728; activity change, negative = inhibition, % at 10 µM; 3.2% of 360,000 active; AID 504652; HEK293 TREx D1 cells, calcium flux, dopamine EC80; active compounds read low; in the data active means activity change below about -30%; further: on the % scale 0 is the no-effect control and ±100 the full control effect
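Allosteric or orthosteric antagonism assessed as attenuation of the calcium response to EC80 dopamine, added 180 s after compound, in induced HEK293 Trex D1 cells loaded with no-wash calcium dye.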
RXFP1 antagonist: blocks the human relaxin receptor RXFP1; Q9HBX9; HEK293-RXFP1, relaxin-stimulated cAMP HTRF, 30 min; active compounds read low; activity change, negative = inhibition, % at 57.5 µM; 0.59% of 350,000 active; AID 1259400;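 active means activity change of -60% or lower, but not beyond a set lower limit; inconclusive means change between -60% and -40%, or beyond the set limit; inactive means change above -40%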; further: on the % scale 0 is the no-effect control and ±100 the full control effect
Target sequence (Q9HBX9 whole entry, looked up): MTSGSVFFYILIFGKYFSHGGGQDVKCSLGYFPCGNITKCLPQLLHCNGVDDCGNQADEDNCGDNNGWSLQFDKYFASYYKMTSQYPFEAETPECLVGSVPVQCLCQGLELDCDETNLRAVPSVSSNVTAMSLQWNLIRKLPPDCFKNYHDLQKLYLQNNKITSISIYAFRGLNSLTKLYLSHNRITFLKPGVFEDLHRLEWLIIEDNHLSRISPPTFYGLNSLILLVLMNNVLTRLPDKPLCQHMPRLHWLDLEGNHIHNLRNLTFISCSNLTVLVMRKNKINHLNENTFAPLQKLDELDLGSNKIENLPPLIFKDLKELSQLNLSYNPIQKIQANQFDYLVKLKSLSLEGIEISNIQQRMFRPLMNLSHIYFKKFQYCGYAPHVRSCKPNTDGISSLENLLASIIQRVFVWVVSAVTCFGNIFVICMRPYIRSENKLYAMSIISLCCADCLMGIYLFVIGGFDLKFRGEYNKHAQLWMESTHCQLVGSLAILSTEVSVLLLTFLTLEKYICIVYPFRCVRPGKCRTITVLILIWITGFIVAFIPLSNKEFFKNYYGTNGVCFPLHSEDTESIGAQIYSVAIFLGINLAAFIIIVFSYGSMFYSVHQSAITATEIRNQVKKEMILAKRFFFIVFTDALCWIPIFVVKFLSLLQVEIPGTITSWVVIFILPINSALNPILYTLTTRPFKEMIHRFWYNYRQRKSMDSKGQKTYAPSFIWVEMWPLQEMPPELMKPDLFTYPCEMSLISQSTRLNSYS
D2 potentiator: positive allosteric modulators of human D2 dopamine receptor; HEK293 T-REx D2, calcium flux, EC20 dopamine potentiation; potentiation, % at 10 µM; 0.34% of 340,000 active; AID 485347;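 active means potentiation over 3 SD above the plate norm, cut at about 30% in these data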; further: 0% is about no effect
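Potentiation of an EC20 dopamine calcium response is measured in a force-coupled, tetracycline-inducible Hek293 Trex D2 line. Compound-only kinetic reads over 180 s flag agonists before dopamine addition.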
RXFP1 agonist: activates the human relaxin receptor RXFP1; Q9HBX9; HEK293T-RXFP1 cAMP TR-FRET, 30 min; response scale: percent of porcine relaxin response, buffer zero; Potency, µM (titrated, usually from 57.5 µM), for inactives: top-dose activation, hits mostly activators; 0.3% of 370,000 active; AID 2676; further: potency means the concentration at half of the fitted maximal effect; on the % scale 0 is the no-effect control and ±100 the full control effect; nearly all actives have a fitted effect of over 60% in size; many of its hits are not listed in these tables
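cAMP rise read by TR-FRET after 30 min, 37C compound exposure (up to 58 uM) in RXFP1-transfected HEK293 cells with Ro 20174 present. EC50 from Hill-equation fits, with 29 nM porcine relaxin as 100% and buffer as basal.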
Numbers without * were called inactive; ? = inconclusive; · = not tested or not shown; [ ] = dose if it differs, or a comment. Unless noted, the call rests on the fitted dose curve; in most records, active means well fitted curve in the direction sought with a large enough effect; inconclusive means small, poorly fitted or top-dose-only effect, or another doubt; inactive means no such curve, though single readings can be large; an effect the other way counts as inactive or inconclusive.

SMILES | D1 agonist | TRHR ag | Apoferritin bind | D1 PAM | TRHR PAM | D1 antag | RXFP1 antagonist | D2 potentiator | RXFP1 agonist
CC1=C(c2ccc(C)cc2)S(=O)(=O)N(Cc2ccc(C(=O)NCc3cccc(C)c3)cc2)C1=O | 24 | 0.6 | -6% | -6 | -1 | -20 | -18 | -4 | 4.9%
CCCOc1ccccc1C1NC(=O)NC(C)=C1C(=O)OCCOC(C)C (configuration not stated) | 2 | -0.9 | -16% | -3 | -5 | -7 | 12 | 8 | 0.1%
c1ccc(-c2ccc(-c3nc(-c4cccnc4)no3)cc2)cc1 | 1 | -0.5 | -11% | -1 | -5 | -10 | -16 | 11 | -0.7%
O=C(c1cccs1)n1nc(-c2ccco2)nc1SCc1ccccc1 | 0 | -1.1 | 28µM* | 1 | -6 | 12 | 18 | 9 | 0.7%
CCn1c(CNC(=O)c2ccc3c(c2)OCO3)nnc1SCC(=O)Nc1cc(C)ccc1OC | 1 | -0.6 | -13% | -12 | 1 | 4 | 3 | 5 | 2.3%
O=C(Cc1ccc(Br)cc1)N1CCCCCC1 | 3 | -1.7 | ? | -4 | -6 | 4 | 2 | · | 0.6%
Cc1ccc(S(=O)(=O)/N=C(/Nc2ccc(F)cc2F)c2ccccc2)cc1 | 3 | -0.9 | 1% | 1 | -6 | -10 | -65* | -4 | 0.6%
Cc1cc(/C=C(\C#N)C(=O)NCC2CCCO2)c(C)n1-c1ccc(Cl)cc1 (configuration not stated) | 3 | -0.4 | -24% | -15 | -2 | -35* | 26 | -15 | 4.1%
O=C(CCc1nc(-c2cccs2)no1)Nc1ccccc1[N+](=O)[O-] | 5 | -0.4 | -10% | 0 | 6 | -19 | -11 | -5 | -4.1%
COc1ccc(OCC(=O)NCCCCCCNC(=O)COc2ccc(OC)cc2)cc1 | 9 | -0.8 | -12% | -6 | -9 | -29 | 1 | 2 | 7.0%
CCOC(=O)c1cc(=O)n2c(nc3ccccc32)[nH]1 | 0 | -0.1 | · | -2 | -2 | 2 | · | -18 | 2.9%
Cc1ccc(C(=O)N2c3ccccc3N(Cc3ccccc3)C(=O)C2(C)C)cc1 | 5 | -0.9 | -16% | -5 | -11 | -4 | -2 | 4 | -1.9%
COc1ccc(C)cc1NC(=O)NNC(=O)C(C)Oc1ccc(F)cc1Cl (configuration not stated) | 1 | 1.8 | -8% | 3 | -6 | -9 | 10 | -1 | -0.2%
COC(=O)c1ccc(SCC(=O)N2CCC(C)CC2)c([N+](=O)[O-])c1 | 4 | -0.4 | -8% | -1 | 7 | 5 | 5 | -26 | 4.5%
COc1cccc(CC(NC(C)=O)C(=O)NC2CCN(C(=O)NCc3ccccc3)CC2)c1 (configuration not stated) | 3 | 0.0 | -10% | -7 | -1 | -3 | 3 | -6 | 4.3%
CC(/C=N/NC(=O)Cn1nccc1C)=C\c1ccc(C(C)C)cc1 | 2 | -2.3 | ? | -2 | -1 | 6 | 0 | -3 | -0.2%
COc1ccc(S(=O)(=O)N2CCC(C(=O)Nc3ccc4c(c3)OCCO4)CC2)cc1OC | -1 | -0.8 | -13% | -6 | -3 | -1 | 13 | · | 0.5%
CCc1cc(CNC(=O)C2CCC(=O)N(Cc3ccc(Cl)cc3)C2)on1 (configuration not stated) | 4 | -0.3 | 9% | -1 | -3 | 10 | 13 | -4 | -1.5%
CCc1nc(CNC(=O)C2CCC(=O)N(Cc3cccc(OC)c3)C2)no1 (configuration not stated) | 0 | 1.1 | 0% | -1 | -3 | -1 | 11 | -6 | 3.5%
O=C(c1cc(S(=O)(=O)N2CCCCC2)ccc1F)N1CCCCC1 | 2 | -0.1 | -6% | -6 | 6 | 1 | 10 | -5 | 0.9%
O=C(Nc1cccc2ncccc12)c1ccccc1[N+](=O)[O-] | 1 | 0.1 | 30%[activator] | -5 | 0 | -11 | -7 | · | 2.4%
COc1ccc(N2CC(C(=O)Nc3ccc(S(=O)(=O)N4CCCCC4)cc3)CC2=O)cc1 (configuration not stated) | 4 | 0.3 | -18% | 0 | -1 | 0 | -10 | 6 | -0.3%
COc1ccc2c(c1OC)C(=O)N(c1ccccc1)C2=O | 2 | -0.3 | -7% | 0 | -1 | -11 | 10 | 11 | -0.3%
Cc1cc(C)c(C)c(S(=O)(=O)NC(C(=O)NCCc2ccco2)C(C)C)c1C (configuration not stated) | 3 | -1.1 | · | -4 | 0 | 11 | -2 | -1 | -1.1%
COc1cc(C(=O)NCCCc2nc3ccccc3n2CC(C)C)cc(OC)c1OC | 3 | -0.4 | -3% | 2 | 13 | 3 | · | -18 | -1.9%

Five entries drawn at random from those above, as already listed:
SMILES | D1 agonist | TRHR ag | Apoferritin bind | D1 PAM | TRHR PAM | D1 antag | RXFP1 antagonist | D2 potentiator | RXFP1 agonist
CC1=C(c2ccc(C)cc2)S(=O)(=O)N(Cc2ccc(C(=O)NCc3cccc(C)c3)cc2)C1=O | 24 | 0.6 | -6% | -6 | -1 | -20 | -18 | -4 | 4.9%
Cc1cc(C)c(C)c(S(=O)(=O)NC(C(=O)NCCc2ccco2)C(C)C)c1C (configuration not stated) | 3 | -1.1 | · | -4 | 0 | 11 | -2 | -1 | -1.1%
O=C(CCc1nc(-c2cccs2)no1)Nc1ccccc1[N+](=O)[O-] | 5 | -0.4 | -10% | 0 | 6 | -19 | -11 | -5 | -4.1%
O=C(c1cc(S(=O)(=O)N2CCCCC2)ccc1F)N1CCCCC1 | 2 | -0.1 | -6% | -6 | 6 | 1 | 10 | -5 | 0.9%
COc1ccc(C)cc1NC(=O)NNC(=O)C(C)Oc1ccc(F)cc1Cl (configuration not stated) | 1 | 1.8 | -8% | 3 | -6 | -9 | 10 | -1 | -0.2%

The results go on.
SMILES | D1 agonist | TRHR ag | Apoferritin bind | D1 PAM | TRHR PAM | D1 antag | RXFP1 antagonist | D2 potentiator | RXFP1 agonist
CN(C)S(=O)(=O)Oc1ccsc1C(=O)Nc1ccc(C(F)(F)F)cc1 | 3 | 0.8 | ? | · | -2 | -28 | -11 | 5 | 1.8%
COc1cc(NC(=O)C2CCCN2S(=O)(=O)c2ccc3c(c2)CCC(=O)N3)cc(OC)c1 (configuration not stated) | 1 | 0.2 | -10% | 0 | 1 | 0 | -3 | -20 | 3.7%
CC(CN1CCOCC1)OC(=O)CCc1ccccc1 (configuration not stated) | 3 | 0.7 | -13% | -3 | 9 | 5 | 5 | -3 | -0.3%
COc1cccc(Cn2c(SCC(=O)N(C)c3ccccc3)nc3ccccc32)c1 | 3 | -0.5 | 85%[activator] | -1 | -5 | 3 | · | 5 | -0.3%
O=C(CCNC(=O)c1ccccc1)N=Nc1c(O)[nH]c2ccccc12 | -2 | 0.3 | -6% | -3 | 4 | -9 | · | -4 | -0.5%
CCOC(=O)c1noc2ncn(CC(=O)Nc3cc(Cl)ccc3OC)c(=O)c12 | 8 | 0.7 | 5% | 0 | 3 | 34 | · | -3 | 1.4%
CCC1C(=O)CC(c2ccco2)NC1c1ccco1 (configuration not stated) | 0 | 0.0 | 0% | 1 | 6 | 3 | 2 | 6 | 0.4%
O=C(N/N=C/c1cc([N+](=O)[O-])ccc1O)c1cccc2cc[nH]c12 | 0 | -0.4 | -3% | 1 | 7 | -13 | -17 | 5 | -1.3%
COc1ccc(CC(=O)Nc2ccccc2NC(=O)Cc2ccc(OC)cc2)cc1 | 2 | -0.4 | -10% | -3 | 5 | -12 | 1 | 7 | 2.3%
O=C(O)C1CC=CCC1C(=O)Nc1ccc2c(c1)OCCO2 (configuration not stated) | 1 | 0.1 | 1% | 2 | -3 | 1 | -3 | -3 | 0.8%
CCCC1=C(C(=O)OCC)C(c2ccc(NC(C)=O)cc2)NC(=O)N1 (configuration not stated) | 7 | 0.5 | 2% | -1 | 2 | 2 | 14 | 24 | 1.8%
CCOc1ccc(-c2cc(CCCC(=O)NCCCOC)no2)cc1 | 1 | -0.2 | -4% | -2 | -4 | -8 | 5 | 2 | 2.8%
COc1ccc(C(=O)NCCn2cc(SCc3c(F)cccc3Cl)c3ccccc32)cc1 | 0 | 1.6 | 70%[activator] | -4 | 3 | 2 | · | 5 | 0.8%
C=CCNC(=O)c1onc(CSc2ccccn2)c1C(=O)NCC=C | 2 | -0.3 | -7% | 0 | 2 | -60* | · | -7 | 0.0%
Cc1nnc(SCc2ccccc2)n1CC1CCCO1 (configuration not stated) | 1 | 0.5 | -3% | -3 | 9 | -5 | 4 | -2 | -1.1%
COC1(OC)C(=N/O)/C(=N\O)CCC1O (configuration not stated) | 0 | -0.2 | -10% | -4 | 14 | -1 | -7 | · | -0.2%
OCC1CCCN(Cc2cn(Cc3ccccc3)nc2-c2cc3ccccc3o2)C1 (configuration not stated) | 4 | 2.4 | -11% | -1 | 0 | 3 | -14 | -2 | 0.5%
COc1ccc(/C=C(/NC(=O)c2ccccc2)C(=O)N2CCCC2)cc1 | -4 | 0.9 | -2% | -5 | 3 | 15 | -4 | 3 | 3.1%
NS(=O)(=O)c1ccc(NC(=O)CN2CCc3ccccc3C2)cc1 | 5 | -0.7 | -12% | -3 | -3 | -5 | 8 | -7 | 0.1%
Cc1cccc(C(=O)NNC(=O)CCn2nnc3ccccc32)c1 | 1 | 0.0 | -3% | -10 | 3 | 16 | 5 | -1 | -0.7%
Cc1ccc(OCCN2CCOCC2)cc1C | 0 | 0.7 | -13% | 8 | -2 | -10 | 7 | -3 | 2.6%
Cc1ccccc1C(=O)N1CCC(C(=O)NN2C(=O)NC3(CCC(C)CC3)C2=O)CC1 (configuration not stated) | 2 | 1.2 | · | 2 | -3 | 8 | -10 | 9 | 1.6%
CCCCN(C(=O)c1ccc(N2CCCC2=O)cc1)c1c(N)n(Cc2ccccc2)c(=O)[nH]c1=O | 0 | 0.2 | · | 4 | 10 | -7 | -8 | -3 | 1.1%
CCCCOc1ccc(C(=O)NCCc2sc(-c3ccc(OC)c(OC)c3)nc2C)cc1 | 2 | 0.0 | ? | -5 | 2 | -23 | · | 11 | 3.1%
Cc1cc(C(=O)OCC(=O)NCc2ccccc2)c(C)o1 | 0 | -1.0 | -17% | -5 | 5 | 3 | -2 | -5 | 0.7%
COc1ccc(CCNC(=O)Nc2cccc([N+](=O)[O-])c2)cc1 | 15 | -0.5 | -23% | -6 | -4 | -34* | -24 | -10 | 3.2%
CCOC(=O)c1c(N)nn(C(C)=O)c1-c1ccccc1 | 7 | -0.5 | -12% | -12 | -7 | -20 | 8 | 5 | 1.1%
CCOC(=O)c1cc(-c2ccc(C)cc2)n(CCC(=O)N2CCN(c3ccccn3)CC2)c1C | 4 | -0.1 | 5% | 9 | 0 | 4 | · | 14 | -1.9%
CCC(=O)Nc1cccc(-c2cn3cccc(C)c3n2)c1 | 3 | 0.0 | 8% | -1 | 0 | -14 | -6 | -1 | 0.8%

Some of the compounds tested; count on the stated rates, not on these rows.
